USP1-UAF1 inh = Inhibitors of USP1/UAF1: Primary Screen. Ubiquitin carboxyl-terminal hydrolase 1 (Homo sapiens), O94782. recombinant USP1/UAF1, Ub-Rhodamine cleavage fluorescence. Potency, µM (series often up to 57.1 µM), for inactives: at the top dose activity change, negative = inhibition, hits mostly inhibitors. 390,000 compounds, 0.23% hits; also: potency is read from the fitted curve at half-maximal effect; % is scaled to controls: 0 for no effect and ±100 for the full control effect; nearly all actives have a fitted effect of over 60% in size; inactives centre near -12
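In this screen, compounds sit with the deubiquitinase complex (1nM) for 15 min at room temperature before Ub-Rho is added at 150nM final. Fluorescence rise is then followed for 6 reads every 60 seconds.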
PI4K2A inh = qHTS for small molecular inhibitors of PI4K2A; Phosphatidylinositol 4-kinase type 2-alpha (Homo sapiens), Q9BTU6; purified PI4K2A, ADP-Glo luminescence, 1 h; stronger effect = lower value; activity change, negative = inhibition, % at 76.9 µM; 420,000 compounds, 0.13% hits; AID 1346378, 2018; in the data active = activity change below about -50%; inconclusive = mostly about -30% to -49%;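 also: -100% = wells without enzyme as full effect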
Target sequence (Q9BTU6 whole entry, looked up): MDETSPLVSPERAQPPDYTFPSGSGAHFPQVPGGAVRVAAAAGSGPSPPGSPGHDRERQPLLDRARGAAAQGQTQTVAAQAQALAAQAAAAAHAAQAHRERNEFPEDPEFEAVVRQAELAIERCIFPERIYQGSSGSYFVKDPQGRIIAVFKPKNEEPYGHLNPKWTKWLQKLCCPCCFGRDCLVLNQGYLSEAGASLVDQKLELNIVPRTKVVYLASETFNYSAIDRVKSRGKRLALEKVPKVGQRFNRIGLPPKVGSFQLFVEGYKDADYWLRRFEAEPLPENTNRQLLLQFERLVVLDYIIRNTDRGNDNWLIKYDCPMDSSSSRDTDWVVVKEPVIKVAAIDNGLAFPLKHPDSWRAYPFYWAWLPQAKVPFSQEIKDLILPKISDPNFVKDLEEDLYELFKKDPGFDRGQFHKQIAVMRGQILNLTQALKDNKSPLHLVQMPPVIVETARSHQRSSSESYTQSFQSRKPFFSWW
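ADP-Glo luminescence measured ADP generated by PI4K2A enzyme (4 ug/mL before mixing) with 1.2 mM PI substrate (pre-mix) and 300 microM ATP (pre-mix). Tris pH7.5 buffer with MgCl2, Triton X-100; 1 h reaction at ambient temperature.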
TrxR1 substrate = qHTS Assay for Substrates of Mammalian Selenoprotein Thioredoxin Reductase 1 (TrxR1): qHTS | Thioredoxin reductase 1, cytoplasmic (Rattus norvegicus), O89049 | purified TrxR1 substrate turnover, NADPH consumption readout | Potency, µM (titrated, usually from 114 µM), for the others: at the highest dose activity change, negative = substrate turnover | 390,000 compounds, 0.01% hits | AID 588456, 2011; also: potency is read from the fitted curve at half-maximal effect; % is scaled to controls: 0 for no effect and ±100 for the full control effect; nearly all actives have a fitted effect of over 50% in size
Target sequence (O89049 whole entry, looked up): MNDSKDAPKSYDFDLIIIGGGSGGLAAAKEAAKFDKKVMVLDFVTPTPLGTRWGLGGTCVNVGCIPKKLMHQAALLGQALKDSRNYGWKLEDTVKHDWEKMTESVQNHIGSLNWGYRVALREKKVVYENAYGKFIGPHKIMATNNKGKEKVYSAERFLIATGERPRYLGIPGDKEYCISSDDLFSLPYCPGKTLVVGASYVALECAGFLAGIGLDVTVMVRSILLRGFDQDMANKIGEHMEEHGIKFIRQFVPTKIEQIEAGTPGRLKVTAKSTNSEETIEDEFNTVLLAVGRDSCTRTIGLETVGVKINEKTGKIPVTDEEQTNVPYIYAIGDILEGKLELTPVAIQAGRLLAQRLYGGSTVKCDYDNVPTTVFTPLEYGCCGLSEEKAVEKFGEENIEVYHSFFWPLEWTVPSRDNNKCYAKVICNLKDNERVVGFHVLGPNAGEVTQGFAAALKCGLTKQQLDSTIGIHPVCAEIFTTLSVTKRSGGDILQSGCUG
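Rat TrxR1, dispensed at 90 nM, was prereduced with 400 uM NADPH (final) for 5 min at ~22 deg C, then incubated with compound 15 min before 400 uM selenite. A first-read NADPH fluorescence drop versus no-compound background flagged substrates.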
IDH1 R132H inh = qHTS for Inhibitors of mutant isocitrate dehydrogenase 1 (IDH1): qHTS. Isocitrate dehydrogenase [NADP] cytoplasmic (Homo sapiens), O75874. IDH1-R132H enzyme, NADPH consumption, diaphorase/resazurin fluorescence. Potency, µM (top dose mostly 76.6 µM), for inactives: at the highest dose activity change, negative = inhibition, actives largely listed as inhibitors. 390,000 compounds, 0.093% hits; also: potency is read from the fitted curve at half-maximal effect; % is scaled to controls: 0 for no effect and ±100 for the full control effect; nearly all actives have a fitted effect of over 65% in size
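IDH1-R132H (0.5 ug/mL) preincubated 30 min with compound, then NADPH (0.016 mM) and alpha-KG (2 mM) added; 80 min at RT, pH 7.5. Remaining NADPH coupled via diaphorase/resazurin to fluorescence (540/590 nm); concentration-response curves normalized to no-enzyme control.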
rTrxR1 inhibitor = qHTS Assay for Inhibitors of Mammalian Selenoprotein Thioredoxin Reductase 1 (TrxR1): qHTS; AID 588453, 2011; Thioredoxin reductase 1, cytoplasmic (Rattus norvegicus), O89049; 390,000 compounds, 1% hits; Potency, µM (titrated, usually from 114 µM), for inactives: at the top dose activity change, negative = inhibition, most hits filed as inhibitors; recombinant rTrxR1, NADPH fluorescence consumption, selenite substrate; also: potency is read from the fitted curve at half-maximal effect; % is scaled to controls: 0 for no effect and ±100 for the full control effect; nearly all actives have a fitted effect of over 65% in size
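Rat TrxR1 (90 nM in the dispensed reagent) was pre-reduced with 400 uM NADPH for 5 min at room temperature, then incubated with compound for 15 min. After 400 uM selenite was added, NADPH fluorescence (Ex 340/Em 450 nm) was followed for 8 min.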
TRHR agonist = qHTS for Small Molecule Agonists and Allosteric Enhancers of Human TRH Receptor: Primary Screen for Agonists | Thyrotropin-releasing hormone receptor (Homo sapiens), P34981 | activation, % at 2 µM | TRHR cells, calcium flux fluo-8, FDSS agonist mode | 360,000 compounds, 0.18% hits; in the data active = activation above about 30%; also: 0% is about no effect
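In this calcium-flux screen, cells bearing human TRHR are dye-loaded with fluo-8, baselined for 10 cycles, then exposed to library compounds; positive kinetic calcium responses during the agonist phase mark hits, with TRH as control.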
D2 ag = HTS Assay for Allosteric Agonists of the Human D2 Dopamine Receptor: Primary Screen for Agonists; AID 485358, 2010; activation, % at 2 µM; HEK293 T-REx D2 cells, calcium flux agonist mode; D(2) dopamine receptor (Homo sapiens), P14416; 340,000 compounds, 0.53% hits;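 active = activation over 3 SD above normal in the single-dose calcium agonist read, cut at about 30% in these data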; also: 0% is about no effect
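Calcium-flux readout, 1 cycle/sec over 180 s following compound pin transfer, in inducible HEK293 Trex D2 cells (force-coupled); dopamine controls included. Positive calcium responses during this window marked compounds as potential agonists.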
TRHR PAM = qHTS for Small Molecule Agonists and Allosteric Enhancers of Human TRH Receptor: Primary Screen for Enhancers | TRHR cells, fluo-8 calcium fluorescence, EC20 TRH enhancement | 360,000 compounds, 0.66% hits | Thyrotropin-releasing hormone receptor (Homo sapiens), P34981 | enhancement, % at 2 µM | AID 493056, 2011; in the data active = enhancement above about 30%; also: 0% is about no effect
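Enhancer read-out: after compound pinning and an initial kinetic agonist-mode read, an EC20 of TRH (10 nM final) was injected and fluo-8 calcium signal (Ex 480/Em 530) followed at 1 s/cycle for 100 cycles in TRHR-expressing cells.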
D2 antagonist = HTS Assay for Allosteric Antagonists of the Human D2 Dopamine Receptor: Primary Screen for Antagonists | 340,000 compounds, 2% hits | inhibition, % at 10 µM | HEK293 TREx D2 cells, calcium flux, dopamine EC80 | D(2) dopamine receptor (Homo sapiens), P14416; in the data active = inhibition above about 30%; also: 0% is about no effect
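Tetracycline-induced HEK293 TREx cells expressing D2 receptor forced-coupled to calcium signalling, loaded with no-wash calcium dye. Compounds added and calcium flux read 180 s, then dopamine added at EC80 and read a further 180 s.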
Active calls of the source: *; ? = inconclusive; / = no result given; & = joins results of further samples; [ ] = dose if it differs, or a comment. Unless noted, calls follow the shape of the dose curve; as a rule, active = well fitted inhibition curve with a large enough effect; inconclusive = small, poorly fitted or top-dose-only effect; inactive = no such curve, though single readings can be large or run the other way. Rows were taken by chance; overall some 3.9% were active at least once.

SMILES	USP1-UAF1 inh	PI4K2A inh	TrxR1 substrate	IDH1 R132H inh	rTrxR1 inhibitor	TRHR agonist	D2 ag	TRHR PAM	D2 antagonist
Cc1[nH]n(-c2ccc([N+](=O)[O-])cc2)c(=O)c1C=NCCN1CCN(C(=O)c2cccc(F)c2)CC1	-11%	-13	-11%	-3%	-18%	0.3	-0.4	-2	0
Cc1c(Cl)ccc2sc(N3CCN(C(=O)C4CC4)CC3)nc12	-25%	2	-4%[57.1 µM]	-7%	4%[57.1 µM]	-0.4	0.2	-2	/
O=C(Cc1cccc2ccccc12)NNC(=O)c1cccs1	-5%	2	2%	-2%	4%	-0.5	0.4	0	3
CCC(CC)c1nnc(NC(=O)c2cc([N+](=O)[O-])ccc2N2CCCCC2)s1	-13%	4	4%[57.1 µM]	6%	8%[57.1 µM]	0.6	3.0	4	-2
CCNc1nc(OC)nc(N(OC)S(=O)(=O)c2ccc(C)cc2)n1	-19%	0	-5%	-15%	4%	-0.3	-1.3	17	-5
COc1ccc(CC(=O)Nc2nnc3n2CCS3)cc1	-31%	-2	10%[57.1 µM]	4%	39%[activator][57.1 µM]	0.3	-3.7	2	/
NNC(=O)C1CC(O)CN1S(=O)(=O)c1ccc2ccccc2c1 (centres undefined)	-16%	1	3%	-1%	13%	0.2	0.6	6	5
NS(=O)(=O)c1ccc(CCNC(=O)CN2CCC(Cc3ccccc3)CC2)cc1	-9%	0	-1%	-2%	1%	-0.2	/	4	/
COc1ccc(NC(=O)C2=CCN(S(=O)(=O)c3ccccc3)CC2)cc1OC	-17%	-3	-2%	-4%	18%	0.1	0.5	-2	-2
COc1ccc(NC(=O)CC(C)CC(=O)NCc2ccc(F)cc2)c(OC)c1 (centres undefined)	-22%	1	2%	8%	25%	-0.9	-1.1	-2	12
O=C(NNC(=O)C1CCCC1)c1cc([N+](=O)[O-])cc([N+](=O)[O-])c1	-4%	2	-4%	-4%	-5%	0.5	-0.1	-4	-4
CSc1nsc(SCC(=O)Nc2cccc(C(C)=O)c2)n1	-17%	4	5%	4%	15%	-0.2	0.9	-3	-2
CCOc1ccc(N/C=C/C(=O)c2ccc(C)cc2)c([N+](=O)[O-])c1	3%	-2	8%[57.1 µM]	-1%	25%[57.1 µM]	0.2	0.5	-10	-7
CCOc1ccc(S(=O)(=O)Nc2ccc(OC)nc2)cc1	-17%	-5	9%	1%	33%	0.2	0.5	1	-14
CC1=CC(=O)C(C(C)C)=C/C1=N/OS(=O)(=O)c1ccccc1	-1%	-10	-9%	19%	?	0.9	11	-11	20
Nc1ccccc1C#Cc1ccc2[nH]ccc2c1	-29%	2	15%[57.1 µM]	9%	20%	/	/	/	/
CC1(C)C(=O)Nc2ccccc2N1C(=O)CN1C(=O)C(=O)N(C2CCCC2)C1=O	-15%	8	-2%	3%	-10%	-1.8	1.0	-4	3
O=C(/C=C/c1cccs1)Nc1ccncc1	0%	-4	-8%	5%	9%[57.1 µM]	-0.5	-0.7	8	-9
CC(=O)N1CCC(N(C(=O)Nc2ccc(F)cc2)C2CCCC2)CC1	-1%	2	-5%	-6%	4%	1.0	-0.3	4	-14
N#C/C(=C\c1ccc(O)c(O)c1)C(=O)NCCc1ccccc1	-29%	0&1	5%[57.1 µM]	-3%	?	2.6	-0.8	1	1
Cc1cc(NC(=O)c2ccc(Cn3nc(C)c(Br)c3C)o2)no1	?	-11	1%	9%	2%	-1.2	0.5	12	-5
Cc1cc(-c2nnc(CCC(=O)N(C)C(C)c3cccs3)o2)no1 (centres undefined)	-19%	1	11%	0%	16%	-0.1	0.6	4	-2
CCN(C[C@H]1N[C@@](Cc2ccccc2)(C(=O)OC)[C@H]2C(=O)N(Cc3ccccc3)C(=O)[C@@H]12)S(=O)(=O)c1ccc(OC(F)(F)F)cc1	-24%	0	-1%	-3%[38.3 µM]	27%	/	/	/	/
CC1CC(=O)N(CC(=O)Nc2ccccc2F)c2ccccc2S1(=O)=O (centres undefined)	-21%	-8	5%	-2%	12%	0.2	0.3	-3	-16
O=C(Nc1ccnn1C1CCN(C(=O)c2cccc(Cl)c2)CC1)C1CCOC1 (centres undefined)	-14%	5	-10%	11%	-15%	-0.8	0.6	-5	3
CN(C)S(=O)(=O)c1cccc(NC(=O)c2ccncc2)c1	-7%	3	-13%	-4%	-15%	0.4	-0.5	-5	-6
O=C(N/N=C/c1ccccn1)c1cc(-c2ccncc2)nc2ccccc12	-16%	-1	6%	4%	-34%	0.4	1.6	3	10
COc1ccc(C)cc1NC(=O)CN1CCN(c2ccccn2)CC1	-26%	5	3%	-2%	13%	-1.2	53*	-8	-3
CCn1c(C)nc2cc(C(=O)N/N=C/c3ccc(OC)cc3)ccc21	-10%	2	-12%	15%	10%[57.1 µM]	-0.2	-1.0	-5	-6
COc1ccc2c(c1)CCCC21NC(=O)N(CC(N)=O)C1=O (centres undefined)	-14%	5	9%	0%	21%	-0.1	-0.4	1	10
CCOC(=O)c1ccc(Nc2nn3c(=O)c4ccccc4nc3s2)cc1	-18%	1	-3%[57.1 µM]	6%	14%[57.1 µM]	-0.1	0.0	2	/
NC(N)=NC(=S)Nc1ccc(Cl)cc1	-23%	0	-1%	0%	-10%	0.2	-0.7	-5	10
O=C(CC1C(=O)NCCN1Cc1ccc(-c2ccccc2)cc1)NCCCn1ccnc1 (centres undefined)	-25%	-18	6%	-11%	10%	0.1	0.7	2	-7
C=CCn1c(Cn2nnc3ccccc32)nnc1SCC(=O)N/N=C/c1cc(Br)cc(OC)c1O	-19%	0	-11%	5%	-15%	0.1	-0.6	4	8
COc1ccc(OC)c(NC(=O)CSc2nc(-c3ccccc3)cc(=O)[nH]2)c1	-14%	3	-10%	0%	-7%	1.1	0.3	9	-4
CCn1nnnc1SCC(=O)c1ccc2c(c1)OCCO2	-10%	0	-6%	10%	-9%	-0.1	-0.1	4	22
COc1ccc(NC(=O)CC2SC(=Nc3ccccc3)NC2=O)cc1 (centres undefined)	-11%	-2	8%[57.1 µM]	-5%	0%[57.1 µM]	0.2	-0.9	1	-14
CC(C)Oc1ccc(C(CC(=O)O)NC(=O)C2CCCCC2)cc1 (centres undefined)	-6%	0	6%	5%	7%	-0.3	-1.2	-3	-8
O=S(=O)(c1ccc2c(c1)OCCO2)N1CCN(c2cccc(Cl)c2)CC1	-17%	-10	-4%[57.1 µM]	-1%	22%[57.1 µM]	-0.6	0.4	-5	-3
CCOc1ccc(-c2noc(COC)n2)cc1OC	-3%	-2	8%[57.1 µM]	2%	-6%	1.5	0.6	-5	-14
CC12CC3CC(C)(C1)CC(C(=O)NC1=NCCS1)(C3)C2	-22%	-3	-2%	7%	9%	2.2	2.0	-3	18
CCOC(=O)C1=C(COC(=O)CNC(=O)c2cc(OC)c(OC)c(OC)c2)NC(=O)NC1C (centres undefined)	-6%	-3	1%[57.1 µM]	1%	4%[57.1 µM]	0.0	0.6	0	25
COCCNC(=O)NC(=O)COC(=O)C12CC3CC(CC(NC(C)=O)(C3)C1)C2	-21%	-5	-11%	0%	-15%	0.2	0.3	6	-3
CCC1CCC(N2CCN(c3ccccc3F)CC2)CC1 (centres undefined)	-14%	4	-1%	-6%	19%	-0.2	18	4	37*
COc1ccc(-c2noc(CSCC(=O)Nc3ccc(C)cc3Br)n2)cc1OC	?	-3	-6%	37%[activator]	16%	-0.5	0.0	-7	/

Reprinted from the part before: 2 compounds, then new ones.
SMILES	USP1-UAF1 inh	PI4K2A inh	TrxR1 substrate	IDH1 R132H inh	rTrxR1 inhibitor	TRHR agonist	D2 ag	TRHR PAM	D2 antagonist
CCC1CCC(N2CCN(c3ccccc3F)CC2)CC1 (centres undefined)	-14%	4	-1%	-6%	19%	-0.2	18	4	37*
COc1ccc(-c2noc(CSCC(=O)Nc3ccc(C)cc3Br)n2)cc1OC	?	-3	-6%	37%[activator]	16%	-0.5	0.0	-7	/
C(=N\N=C\c1cccs1)/c1cccs1	-18%	0	2%[57.1 µM]	-1%	12%[57.1 µM]	-0.3	0.7	-1	12
O=C(CCCN1C(=O)/C(=C\c2cccs2)SC1=S)Nc1cccc(C(=O)O)c1	-12%	1	1%[57.1 µM]	6%	3%[57.1 µM]	2.8	0.5	0	8
Cc1ccc(C)c(NC(=O)c2nc(S(C)(=O)=O)ncc2N(Cc2ccc(C(C)(C)C)cc2)Cc2ccco2)c1	-21%	0	2%	11%	18%	-0.1	4.6	-13	/
CCc1ccccc1NC(=O)Cn1nnc(-c2cccs2)n1	-5%	-1	9%[57.1 µM]	5%	9%	-0.1	-0.7	10	-1
CN(c1ccccc1)S(=O)(=O)c1ccc(NC(=O)C2CC2)cc1	-23%	-3	0%	-5%	35%	0.9	1.4	7	-13

Compound activity: PubChem BioAssay, National Center for Advancing Translational Sciences (NCATS)
